Screening data deposited in PubChem BioAssay by several laboratories.
STK33 kinase inh – inhibitors of purified STK33 kinase, primary screen, biochemical, ADP-Glo luminescence, homogeneous, cell-free | Serine/threonine-protein kinase 33 (Homo sapiens), Q9BYT3 | MBP phosphorylation | inhibition, % at 10 µM | hit rate 0.073% among 320,000 | AID 2661, 2010;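 active = inhibition at or above 25%, using the most active replicate where run in duplicate; inactive = inhibition below 25%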
Target sequence (Q9BYT3 whole entry, looked up): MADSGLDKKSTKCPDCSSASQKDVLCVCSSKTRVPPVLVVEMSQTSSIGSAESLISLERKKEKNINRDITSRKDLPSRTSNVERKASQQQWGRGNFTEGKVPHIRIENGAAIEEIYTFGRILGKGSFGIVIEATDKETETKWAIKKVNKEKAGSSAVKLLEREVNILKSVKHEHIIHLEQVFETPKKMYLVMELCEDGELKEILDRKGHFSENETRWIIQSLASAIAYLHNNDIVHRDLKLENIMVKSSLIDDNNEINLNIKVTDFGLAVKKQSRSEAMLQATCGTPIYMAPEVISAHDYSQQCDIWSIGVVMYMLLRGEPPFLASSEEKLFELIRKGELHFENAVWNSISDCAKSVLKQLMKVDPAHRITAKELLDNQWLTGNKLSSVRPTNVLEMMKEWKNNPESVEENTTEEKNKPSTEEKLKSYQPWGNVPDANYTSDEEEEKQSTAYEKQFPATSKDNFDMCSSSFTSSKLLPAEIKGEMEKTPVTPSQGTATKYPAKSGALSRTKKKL
OX1R FRET antag – antagonists of human orexin 1 receptor (OX1R); Orexin/Hypocretin receptor type 1 (Homo sapiens), O43613; OX1R-expressing cells, FRET antagonist read-out; inhibition, % at 6.6 µM; hit rate 1.8% among 330,000; in the data active = inhibition mostly above about 38%, no sharp cut-off; inactive = mostly below about 40%;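 note: 0% = agonist challenge alone and 100% = reference antagonist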
Target sequence (O43613 whole entry, looked up): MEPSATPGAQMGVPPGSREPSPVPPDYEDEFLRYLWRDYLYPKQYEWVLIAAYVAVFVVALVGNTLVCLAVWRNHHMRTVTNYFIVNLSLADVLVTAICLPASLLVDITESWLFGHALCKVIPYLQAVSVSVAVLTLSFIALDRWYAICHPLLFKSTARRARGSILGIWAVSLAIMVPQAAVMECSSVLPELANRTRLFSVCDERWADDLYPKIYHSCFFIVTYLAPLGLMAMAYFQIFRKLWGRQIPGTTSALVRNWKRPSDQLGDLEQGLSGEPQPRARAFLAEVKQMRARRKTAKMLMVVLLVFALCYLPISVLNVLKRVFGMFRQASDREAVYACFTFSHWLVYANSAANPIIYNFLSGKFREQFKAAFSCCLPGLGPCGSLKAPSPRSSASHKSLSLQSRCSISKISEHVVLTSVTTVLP
* = called active by the depositor; nt = no result given.

Values in the order: STK33 kinase inh, OX1R FRET antag
Cc1ccc(-c2noc(CCC(N)=O)n2)cc1
→ -0.7, 7
CN(c1ccccc1)S(=O)(=O)c1ccc(NC(=O)c2ccccc2C(=O)O)cc1
→ 0.3, 34
COc1cc2c(cc1OC)-c1nc3ccccc3c(=O)n1C(C)(C)C2
→ 0.4, 10
C=CCN1N=C(/C=C/c2ccccc2)CCC1=O
→ 0.2, 21
Cc1cc(F)ccc1S(=O)(=O)Nc1ncnc2sccc12
→ 0.1, 11
Cc1nn(Cc2ccccc2)c(Cl)c1/C=C/C(=O)OCC(=O)N(C)C1CCS(=O)(=O)C1 (stereo not drawn)
→ -1.4, 7
Cn1c(COc2ccc(Br)cc2)nnc1SC1CCc2ccccc2C1=O (stereo not drawn)
→ -1.5, 13
COc1ccc(S(=O)(=O)NNC(=O)c2cc3cc4ccccc4nc3s2)cc1
→ 0.1, 18
CC(C)C(=O)c1c(C(C)C)nn2ccccc12
→ -0.7, 14
CCc1ccc(N2CC(C(=O)Nc3cccc(S(=O)(=O)N4CCCC4)c3)CC2=O)cc1 (stereo not drawn)
→ -0.9, 12
COc1cccc(OCC(O)CN2CCc3ccccc3C2)c1 (stereo not drawn)
→ -1.7, 10
CCOC(=O)c1sc(N=NC2=C(O)CC(C)(C)CC2=O)c(C(=O)OCC)c1C
→ -2.2, 0
CC(=O)Oc1ccc(N(C(C)=O)S(=O)(=O)c2cccs2)cc1
→ -0.4, 0
S=c1[nH]nc(COc2ccccc2)n1/N=C/C=C/c1ccccc1
→ -0.3, 10
Cc1onc(-c2ccccc2)c1C(=O)NNC(=S)NC(=O)c1ccc(Cl)cc1Cl
→ -1.7, 3
Fc1ccc(N=Cc2ccc[nH]2)cc1
→ 0.0, 6
COc1ccc(CCNC(=O)COC(=O)CCC(=O)c2ccc(F)cc2)cc1OC
→ -1.2, 11
Cc1ccc(Nc2nnc(SC(C)C(=O)NCC3CCCO3)s2)cc1C (stereo not drawn)
→ -0.4, 22
CCS(=O)(=O)N1CCCC(C(=O)NCCCN2CCCC2=O)C1 (stereo not drawn)
→ -2.6, 18
CCOC(=O)CN=C/C(C(C)=O)=C(/C)O
→ -0.4, 5
Cc1ccc(CN2C(=O)c3ccccc3NC2c2cc(Br)ccc2O)cc1 (stereo not drawn)
→ -0.4, 17
COc1ccc(CN2CCCC(C(=O)c3cccc(OC(C)C)c3)C2)cc1Cn1cccn1 (stereo not drawn)
→ -0.3, 1
CCCc1nn(C)c2c1C(c1cccnc1)C(C#N)=C(N)O2 (stereo not drawn)
→ 0.7, 7
CCOC(=O)C1=C(COC(=O)c2ccc3ccccc3c2O)NC(=O)NC1C (stereo not drawn)
→ 8.1, 104*
CCOc1ccc2[nH]cc(C(=O)N3CCN(CC)CC3)c(=O)c2c1
→ -0.3, 18
O=C(Nc1nnc(CCN2CCCCC2)s1)c1cccc(Cl)c1
→ -0.2, 2
O=C(CS(=O)(=O)Cc1ccccc1)N1CCN(c2cccc(C(F)(F)F)c2)CC1
→ -0.6, 13
O=C(Nc1ccc(Oc2cccnc2)cc1)C1CCN(Cc2cccc(Cl)c2)CC1
→ 0.4, 4
N=c1n(Cc2ccccc2)c2ccccc2n1Cc1ccccc1
→ -1.1, 19
Cc1ccc(-n2ccnc(SCC(=O)NCCc3ccccc3)c2=O)cc1F
→ nt, 17
O=C(/C=C/c1ccc(O)c(O)c1)c1ccccc1O
→ 23, 26
COC(=O)c1c(C)oc2ccc(NS(=O)(=O)c3cccs3)cc12
→ -0.2, 40*
CCOC(=O)C1CCCN(C(=O)c2ccc([N+](=O)[O-])cc2)C1 (stereo not drawn)
→ -1.7, 38
CC(=O)O/N=C/c1c(Cl)n(C)c2ccccc12
→ -0.6, 8
CC1CC(=O)Nc2ccccc2N1C(=O)CN1CCN(C=O)CC1 (stereo not drawn)
→ -2.5, 5
COc1ccccc1-c1cc(-c2ccc(O)cc2)nc(N)c1C#N
→ 1.2, 10
Cn1cnc([N+](=O)[O-])c1Nc1cccc(O)c1
→ -0.4, 14
Cc1[nH]cnc1CN1CCc2c(c3ccccc3n2C)C1=O
→ -1.2, 11
Cc1ccc(NC(=O)c2cc(-c3ccccc3O)n[nH]2)cc1C
→ -0.4, 12
CCC(=O)Nc1cccc(-c2nc3ccccc3c(=O)o2)c1
→ 2.8, 27
Cc1cc(NC(=O)C2CCCC2)n(-c2nc3ccccc3[nH]2)n1
→ -2.1, 17
C=CC(=O)Nc1ccc(Nc2nc(NC3CCC(N(C)C)CC3)nc3c2ncn3C(C)C)cc1 (stereo not drawn)
→ 81*, 9
O=C(C1=C[C@H](c2coc3ccccc3c2=O)C[C@H](OCCCCO)O1)N1CCN(Cc2ccccc2)CC1
→ -0.5, -5
COc1ccccc1NC(=O)c1cc(C)nc2ccccc12
→ -0.2, 1
CC1CN(S(=O)(=O)c2ccc(C(=O)Nc3nc(-c4cc5ccccc5o4)cs3)cc2)CC(C)O1 (stereo not drawn)
→ -2.0, 17
O=C(O)c1ccccc1NS(=O)(=O)c1ccc(NN=Cc2ccc(F)cc2)c([N+](=O)[O-])c1
→ -2.0, 14
O=C(C[C@@H]1C/C=C/CC[C@H](Cc2ccc(F)cc2)C(=O)O[C@H](c2ccccc2)CNC1=O)NCCO
→ -1.3, 6
O=C(CNC(=O)c1ccc(Cl)cc1Cl)OCC(=O)N1CCCC1=O
→ -0.1, 10
CCOc1ccccc1Oc1coc2cc(OC)ccc2c1=O
→ 0.5, 11
Cc1cc(-c2nc(C)c(-c3nnc(SCC(=O)Nc4ccccc4)n3C)s2)no1
→ 0.3, 7
Cc1ccc2c3c([nH]c2c1)C(=O)CC(C)(C)S3
→ -1.3, 12
COc1cc(C(=O)N[C@@H](Cc2c[nH]c3ccccc23)C(=O)O)cc(OC)c1OC
→ -0.3, 13
O=C(c1cc(-c2cccc(Br)c2)nc2ccccc12)N1CCCC1
→ -0.2, 7
CCOC(=O)CC(=O)CSc1nc(C)nc2c1oc1ccccc12
→ 0.9, 36
CCCc1cc(=O)[nH]c(SCC(=O)N2CCC(C(=O)OCC)CC2)n1
→ -1.0, 5
COc1ccc(C2CC(=O)Oc3c(C(CCN4CCOCC4)c4cc(OC)c(OC)c(OC)c4)c(OC)cc(OC)c32)cc1 (stereo not drawn)
→ 0.8, 42
O=C(CCCN1C(=O)C(c2ccccc2)Oc2cccnc21)NCCc1ccc(Cl)cc1 (stereo not drawn)
→ -1.7, 15
Cc1ccc(NC(=O)COC(=O)C2CC2)cc1Cl
→ -1.3, 1
COc1ccc(C)cc1NC(=O)CNC(=O)c1sc2ccccc2c1Cl
→ -0.4, 16
O=C(O)c1ccc([N+](=O)[O-])c(CS(=O)(=O)c2ccc(Cl)cc2)c1
→ -1.5, 22

Compound profiles, from the list above. Values in the order: STK33 kinase inh | OX1R FRET antag
O=C(O)c1ccccc1NS(=O)(=O)c1ccc(NN=Cc2ccc(F)cc2)c([N+](=O)[O-])c1 reads -2.0 | 14
CC(C)C(=O)c1c(C(C)C)nn2ccccc12 reads -0.7 | 14
Cn1c(COc2ccc(Br)cc2)nnc1SC1CCc2ccccc2C1=O (stereo not drawn) reads -1.5 | 13
Cc1cc(F)ccc1S(=O)(=O)Nc1ncnc2sccc12 reads 0.1 | 11
CCOC(=O)CN=C/C(C(C)=O)=C(/C)O reads -0.4 | 5

The list continues.
Values in the order: STK33 kinase inh, OX1R FRET antag
COC(=O)[C@]1(C)N[C@H](c2ccc(-c3ccc(Cl)c(Cl)c3)cc2)[C@@H]2C(=O)N(C)C(=O)[C@@H]21
→ -0.4, 11
O=C(CN1CCN(c2ccccc2)CC1)Nc1ccncc1
→ -0.1, 16
O=C(O)[C@@H](O)[C@H](O)C(=O)O
→ 0.5, 17
COc1cc2[nH]c(=O)n(CCC(=O)NCCC(C)C)c(=O)c2cc1OC
→ -0.8, 20
COc1ccc(NC(=O)CC2SC(=O)NC2=O)cc1 (stereo not drawn)
→ -0.7, 16
Cn1ncc(Cl)c1C(=O)NCc1cc(C(C)(C)C)n[nH]1
→ -2.0, 18
Cc1oc(S(=O)(=O)N2CCCCC2)cc1NC(=O)Nc1ccccc1
→ 0.2, 5
COc1cccc(C(=O)N2CCN(Cc3cccc(F)c3)CC2)c1
→ 0.7, 11
CCOC(=O)c1c(NC(=S)NNS(=O)(=O)c2ccc(Br)cc2)sc2c1CCCCC2
→ 0.0, 0
Cn1c(=O)[nH]c(=O)c2c1nc(Br)n2C/C=N/NC(=O)c1ccccc1
→ -1.6, 6
O=C(N/N=C/c1cc([N+](=O)[O-])ccc1O)c1cccc(N2CCCC2=O)c1
→ 0.2, 1
O=S(=O)(c1ccc(Cl)cc1)c1nc(-c2ccco2)oc1N1CCOCC1
→ 0.1, 0
COc1ccc2c(c1OC)C(C1c3c(cc4c(c3OC)OCO4)CCN1C)OC2=O (stereo not drawn)
→ -0.8, 19
OCCN1CCN(CC(O)COc2ccc(C34CC5CC(CC(C5)C3)C4)cc2)CC1 (stereo not drawn)
→ -1.8, 10
O=C(COC(=O)c1ccc(Br)cc1)NCCN1C(=O)CSC1=O
→ -0.1, 15
Cc1ccc(CSC2=NCCN2S(=O)(=O)c2ccc(F)cc2)cc1
→ -1.6, 37
CCOCC(=O)OCC(=O)NC12CC3CC(CC(C3)C1)C2
→ -1.3, -3
CC(=O)Nc1ccc(S(=O)(=O)N2CCC(C(=O)NCCC(=O)NCc3ccncc3)CC2)cc1
→ 1.8, 13
COCC1CCCCN1C(=O)CCCn1nnnc1CN1CCC(C)CC1 (stereo not drawn)
→ -0.5, 4
CC(C)(C)NC(=O)CSc1nnc(C2CC2)n1Cc1ccccc1
→ -3.1, 18
O=c1cccc(-c2ccc(Br)cc2)o1
→ -0.3, 44
COc1ccc(N(C(=O)Cn2nnc(-c3ccc(Cl)cc3)n2)C(C(=O)NCC2CCCO2)c2ccc(C)cc2)cc1 (stereo not drawn)
→ -0.1, 4
O=C(NCc1ccccc1)Oc1cccc(Cl)c1
→ 0.8, -2
Cc1ccccc1CCN(CC(=O)NCc1ccc(F)cc1)C(=O)c1csnn1
→ -1.0, 60
Cc1ccc(C(=O)NCCn2cc(SCC(=O)N3CCOCC3)c3ccccc32)cc1
→ -0.1, 9
O=C(NCCc1nc2ccccc2[nH]1)c1ccc(F)cc1
→ -2.4, 2
O=C1NC(=Nc2ccccc2)S/C1=C/c1cccs1
→ 0.2, 17
CCOC(=O)c1c(/N=C/c2cccc(C)c2O)sc2c1CCN(C)C2
→ nt, 5
CS(=O)(=O)N1CCCC(C(=O)NCCCN2CCc3ccccc3C2)C1 (stereo not drawn)
→ -0.4, 7
Fc1ccc(-n2c(CN3CCCCC3)n[nH]c2=S)cc1
→ -0.1, -9
O=C(C1CC(=O)N(c2ccccc2)C1)N1CCN(C2=NS(=O)(=O)c3ccccc32)CC1 (stereo not drawn)
→ -1.4, -2
COc1ccc(-c2cc(=O)oc3cc(OC(C)C(=O)NCc4ccccn4)ccc23)cc1 (stereo not drawn)
→ -0.8, 16
Cc1ccnc(NS(=O)(=O)c2cc(-c3cc(C)no3)ccc2C(C)C)c1
→ -0.5, 11
CC(=O)NC(=S)Nc1cccc2c(C)cc(C)nc12
→ -0.8, 29
Cc1ccc(C2NCCS2)cc1 (stereo not drawn)
→ 0.6, 25
CCN1CCN(Cc2ccc(NC(=O)c3cc(NC(=O)C(=O)c4c[nH]c5ccccc45)cc(OC)c3)cc2C(F)(F)F)CC1
→ 0.1, 16
CC(=O)N1CCCc2ccc(NS(=O)(=O)c3ccccc3)cc21
→ 0.2, 2
CCCCC1S/C(=N/N=C/c2cccs2)NC1=O (stereo not drawn)
→ 0.2, 17
O=C(NC1CCCCC1)N1CCc2ccccc2C1
→ 0.3, 18
CN(CCc1cnn(C)c1)Cc1nc(Cc2ccccc2)no1
→ 0.6, 9
COc1ccc(S(=O)(=O)Nc2cccc3c2O[C@H](CN(C)C)[C@@H](C)CN([C@H](C)CO)C3=O)cc1
→ 0.5, 0
O=C(Oc1cccc2c(O)cccc12)c1ccccc1
→ 2.2, 21
OCC1(CCOc2ccccc2)CCN(CCCn2cccn2)CC1
→ 0.5, 21
CC1CCCCC1NC(=O)/C(C#N)=C/c1ccc(F)c(F)c1 (stereo not drawn)
→ 0.4, 11
CCNC(=S)NNC(=O)c1c(Cl)c(C)nn1C
→ 0.1, 12
Cc1cc(C)c(-c2c(O)c3cccnc3n(C)c2=O)c(C)c1
→ 0.1, 1
NNC(=S)Nc1ccc(S(=O)(=O)N2CCCCC2)cc1
→ -2.1, 13
O=C(CN1C(=O)CCC1=O)Nc1ccc(Cc2ccc(NC(=O)CN3C(=O)CCC3=O)cc2)cc1
→ -0.9, 6
COc1ccc(NC(=O)CN(C)C(=O)c2ccccc2CCc2ccccc2)cc1
→ -0.6, 13
COc1ccc(NC(=O)Nc2cccc(C)n2)c(OC)c1
→ 0.2, 5
Cc1cc(=O)[nH]c(NCCO)n1
→ -0.1, 10
COc1cc(SC)ccc1C(=O)Nc1ccccc1C#N
→ 1.0, 14
N#Cc1ccc(OCC(O)CN2CCN(C(c3ccccc3)c3ccccc3)CC2)cc1 (stereo not drawn)
→ 6.9, 8
CN(c1ccc(OCC(=O)OCC(=O)Nc2ccccc2)cc1)S(=O)(=O)c1ccc(F)cc1
→ -0.8, 12
CC(=O)c1c(C)nc(Nc2nc(C)c3cc(C)ccc3n2)nc1C
→ -0.6, 7
COc1ccc(C(=O)Nc2nc(-c3ccccn3)cs2)cc1S(=O)(=O)N1CCOCC1
→ -1.1, 9

Sorted by molecular weight (low to high): part of the list above.
Values in the order: STK33 kinase inh, OX1R FRET antag
Cc1ccnc(NS(=O)(=O)c2cc(-c3cc(C)no3)ccc2C(C)C)c1
→ -0.5, 11
COc1ccc(-c2cc(=O)oc3cc(OC(C)C(=O)NCc4ccccn4)ccc23)cc1 (stereo not drawn)
→ -0.8, 16
COc1ccc(S(=O)(=O)Nc2cccc3c2O[C@H](CN(C)C)[C@@H](C)CN([C@H](C)CO)C3=O)cc1
→ 0.5, 0
